# Mdm2 MdmX PPI – disrupts the human Mdm2-MdmX interaction. SaOS-2 split-luciferase Mdm2/MdmX complementation, luminescence. inhibition, % at 8 µM. 330,000 tested, 3% active;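 active = inhibition of at least 50% at 8 µM in the primary screen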
# Target sequence (O15151 whole entry, looked up): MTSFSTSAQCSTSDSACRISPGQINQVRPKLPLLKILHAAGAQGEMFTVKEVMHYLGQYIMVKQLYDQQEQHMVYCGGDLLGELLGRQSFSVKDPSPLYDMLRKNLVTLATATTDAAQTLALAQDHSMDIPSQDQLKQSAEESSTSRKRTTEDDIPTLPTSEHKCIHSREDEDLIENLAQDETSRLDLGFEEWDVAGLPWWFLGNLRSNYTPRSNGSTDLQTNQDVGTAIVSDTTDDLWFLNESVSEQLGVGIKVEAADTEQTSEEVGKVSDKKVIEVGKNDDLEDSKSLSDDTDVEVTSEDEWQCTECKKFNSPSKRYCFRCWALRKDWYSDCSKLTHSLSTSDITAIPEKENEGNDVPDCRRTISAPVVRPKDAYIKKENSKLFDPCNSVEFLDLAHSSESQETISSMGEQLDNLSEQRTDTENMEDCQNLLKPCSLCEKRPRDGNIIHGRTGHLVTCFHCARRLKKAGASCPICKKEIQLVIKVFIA
# Target sequence (Q00987 whole entry, looked up): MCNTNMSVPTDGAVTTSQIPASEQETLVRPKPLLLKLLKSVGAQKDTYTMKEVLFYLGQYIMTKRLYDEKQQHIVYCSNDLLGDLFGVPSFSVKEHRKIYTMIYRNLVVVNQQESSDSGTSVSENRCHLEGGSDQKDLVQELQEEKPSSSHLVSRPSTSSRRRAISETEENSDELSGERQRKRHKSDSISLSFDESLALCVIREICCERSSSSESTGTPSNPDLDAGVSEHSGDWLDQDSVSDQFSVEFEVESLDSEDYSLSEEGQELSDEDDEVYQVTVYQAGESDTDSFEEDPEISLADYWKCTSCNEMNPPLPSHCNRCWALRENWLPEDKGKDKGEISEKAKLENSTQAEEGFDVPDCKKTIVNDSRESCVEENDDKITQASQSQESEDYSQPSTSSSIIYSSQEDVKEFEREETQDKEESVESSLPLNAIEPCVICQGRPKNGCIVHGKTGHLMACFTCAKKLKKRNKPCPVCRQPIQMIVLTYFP
# CHOP UPR activ – apoptotic UPR (CHOP) activation. activation, % at 10 µM. CHO-CHOP luciferase reporter, luminescence; percent of tunicamycin response over DMSO baseline. 330,000 tested, 0.34% active. AID 449763;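 active = at 10 µM dose, activation of 40% or more, normalized to positive control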;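 note: 100% = tunicamycin at 10 µg/mL and 0% = DMSO alone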
#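 measured by = luciferase luminescence | assay system = CHO-CHOP cells, stable luciferase reporter of PERK-eIF2a-CHOP signalling | amount = 500 reporter cells seeded per well | timing = 6 h compound exposure at 37 °C after overnight seeding | controls = positive tunicamycin 10 µg/mL, negative DMSO alone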
# APJ ag – APJ receptor agonism; CHO-K1 APJ PathHunter beta-arrestin, luminescence; 0% DMSO wells, 100% apelin; P35414; 330,000 tested, 0.11% active; activation, % at 20 µM; AID 2520;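 active = activation more than six SD over the plate average, tested at 20 µM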;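 note: 0% = DMSO alone and 100% = apelin-13 at 10 nM; some results filed as inactive read as strong as hits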
#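 Test system: CHO-K1 APJ beta-arrestin complementation cell line | Compound: Single test compound dose, 20 µM final, 1% DMSO | Incubation: Compound 90 min 25 °C, reagent 1 h | Measured by: beta-gal luminescence | Read-out basis: APJ–arrestin association signal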
# APJ antag – APJ receptor antagonism | 330,000 tested, 0.32% active | CHO-K1 APJ beta-arrestin complementation, luminescence | inhibition, % at 20 µM;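 active = inhibition above about 40% at 20 µM, limit read from the data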;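 note: cells challenged with 10 nM apelin-13 agonist together with compound; plate controls were apelin-13 plus DMSO wells for no effect and DMSO wells lacking apelin-13 for full effect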
# tim23-1 inh – tim23-1 yeast growth inhibition; S. cerevisiae tim23-1 growth, BacTiter-Glo luminescence, 24 h; inhibition, % at 20 µM; 330,000 tested, 1.3% active; AID 463212;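 active = growth inhibition of the mutant yeast at or above 50%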;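 note: temperature-sensitive mutant grown at 25 °C; plate controls were DMSO-treated mutant yeast for no effect and medium wells lacking yeast for full effect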
# TIM10 inh – inhibits growth of TIM10 yeast strain; S. cerevisiae TIM10 strain growth, BacTiter-Glo luminescence, 24 h; inhibition, % at 10 µM; 330,000 tested, 1.4% active;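 active = inhibition of 40% or more at the single tested concentration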;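 note: wild-type TIM10 isogenic control strain grown at permissive 25 °C; 0% = DMSO yeast wells and 100% = minimal medium wells without yeast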
# tim10-1 inh – growth inhibitors of tim10-1 mutant yeast | inhibition, % at 20 µM | 330,000 tested, 2.2% active | S. cerevisiae tim10-1 ts strain growth, BacTiter-Glo, 24 h;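 active = inhibition of at least 40%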;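 note: mutant grown at 25 °C; 0% = DMSO wells with yeast and 100% = wells holding no yeast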
# CXCR6 inh – CXCR6 (human) receptor inhibition; CHO-K1 PathHunter CXCR6 beta-arrestin, luminescence; inhibition, % at 20 µM; 360,000 tested, 0.36% active; in the data active = inhibition above about 34%, passing the limit was not always enough;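 note: antagonist mode with CXCL16 agonist at 10 nM final; 0% = 10 nM CXCL16 with DMSO and 100% = unstimulated wells without agonist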
# UPR XBP1 act – adaptive UPR (XBP1) activation. CHO-XBP1 luciferase reporter, IRE1-XBP1 UPR activation, luminescence; percent of tunicamycin response, DMSO as zero. activation, % at 20 µM. 330,000 tested, 0.33% active;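 active = versus positive control, 20 µM dose yields 30% or more activation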;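 note: 100% = tunicamycin at 10 µg/mL and 0% = DMSO only wells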
#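 incubation = overnight seeding at 37 °C, 6 h compound treatment at 37 °C | assay system = CHO-XBP1 cells stably carrying IRE1-XBP1-driven luciferase reporter | input = 1000 cells per well | detection = luciferase luminescence | dosing = single point, 20 µM final compound, 1% DMSO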
# * = called active by the depositor; x = no result given. Only part of the results is shown; the hit share may differ from the screen's.
molecule,Mdm2 MdmX PPI,CHOP UPR activ,APJ ag,APJ antag,tim23-1 inh,TIM10 inh,tim10-1 inh,CXCR6 inh,UPR XBP1 act
Cc1cccc(C(=O)OCC(=O)NCC2COc3ccccc3O2)c1 (stereo not given),16.1,0.9,-5.0,-8.4,17.1,-5.6,-10.2,4.9,0.1
Cc1ccc2nc(Nc3nc(C)cc(C(F)(F)F)n3)nc(C)c2c1,-45.5,0.2,4.9,0.3,4.7,21.7,30.2,3.2,2.4
COc1ccc2nc(C)cc(NCCN3CCOCC3)c2c1,16.9,1.7,-3.5,24.1,-8.1,-1.0,-11.6,4.1,1.4
O=C(NC1C/C=C\C(c2ccccc2)N(c2ccccc2)C(=O)C1)OCC1c2ccccc2-c2ccccc21 (stereo not given),-6.1,5.9,x,x,42.2,8.5,20.0,4.9,-0.9
COC(=O)CNc1nc(Cl)nc(NC2CCCCC2)n1,8.5,3.6,0.3,-14.3,5.7,2.6,3.7,-3.2,-5.6
COc1ccc(C2(O)CCN(CCCCOc3ccccc3)CC2)cc1,-20.0,-2.0,-5.2,3.7,-52.4,-10.6,-50.6,13.5,2.3
Cc1ccc(CNC(=O)CCc2ccc(S(=O)(=O)NC3CCCCC3)cc2)cc1,23.1,2.2,0.9,-9.0,5.4,-6.6,-9.7,-8.1,0.0
Cc1ccc(/C=C/C(O)=C2/C(=O)N(C)C3(C)CC2c2ccccc2O3)cc1 (stereo not given),83.3*,-0.6,-2.2,-2.9,29.8,12.5,32.2,1.6,0.0
CCc1ccc(OCC(=O)Nc2ccc3c(c2)OCCO3)cc1,-0.6,3.4,-2.6,25.7,31.6,-1.3,-15.6,1.4,-3.0
Cc1cccc(OCc2nnc(SCn3nnc4ccccc4c3=O)o2)c1,-9.1,3.3,0.2,13.3,15.0,14.5,20.0,5.1,5.1

# Some of the entries above, set out differently:
# Every second line gives: Mdm2 MdmX PPI	CHOP UPR activ	APJ ag	APJ antag	tim23-1 inh	TIM10 inh	tim10-1 inh	CXCR6 inh	UPR XBP1 act
Cc1ccc2nc(Nc3nc(C)cc(C(F)(F)F)n3)nc(C)c2c1
  -45.5	0.2	4.9	0.3	4.7	21.7	30.2	3.2	2.4
Cc1ccc(CNC(=O)CCc2ccc(S(=O)(=O)NC3CCCCC3)cc2)cc1
  23.1	2.2	0.9	-9.0	5.4	-6.6	-9.7	-8.1	0.0

# (more compounds)
molecule,Mdm2 MdmX PPI,CHOP UPR activ,APJ ag,APJ antag,tim23-1 inh,TIM10 inh,tim10-1 inh,CXCR6 inh,UPR XBP1 act
CC12C(=O)N(c3ccccc3)C(=O)C1C(c1ccccc1)N1CCCN12 (stereo not given),-1.3,-0.1,-3.4,6.1,-1.4,4.0,12.3,7.2,-2.1
Cc1nc2ccc(NC(=O)CS(=O)(=O)c3ccc(F)cc3)cc2s1,-20.8,2.4,0.2,10.5,1.5,-6.3,-8.0,-3.7,-1.9
Nc1nn2c(C(F)(F)F)cc(=O)[nH]c2c1N=Nc1cccc(F)c1,10.5,0.0,-5.3,13.0,-7.1,-13.7,-16.8,7.5,-3.5
CCOc1cc(/C=N/NC(=O)c2ccncc2)cc(Cl)c1OS(C)(=O)=O,-9.9,-0.5,2.0,-17.2,8.2,-14.3,13.5,-11.9,0.1
Cc1ccc(C(=O)Nc2nc3c(s2)CCCC3)o1,-108.4,-1.2,-3.7,-5.6,39.7,14.5,32.5,8.0,-2.2
Nc1ccc(C(=O)OCC(=O)N2CCc3ccccc3C2)cc1[N+](=O)[O-],-9.0,3.6,-2.2,1.7,17.0,14.8,16.1,-5.9,-1.9
O=C(Cn1c2ccc(F)cc2c2nc3n(c(=O)c21)CCS3)Nc1ccccc1F,17.8,-1.1,-3.9,-5.8,17.1,52.4*,51.1*,x,2.7
Cc1nc(NCC2CCCO2)c2nnn(Cc3c(F)cccc3Cl)c2n1 (stereo not given),14.7,-1.4,-3.0,13.6,17.1,11.2,6.1,-6.4,1.1
O=S(=O)(Nc1cccc(Cl)c1)c1ccc(-n2cccn2)cc1,19.7,-0.3,-0.1,-53.8,32.6,27.8,24.0,-7.7,-1.3
CCN(CC)C(=O)C1CCC(C)(C(=O)O)C1(C)C (stereo not given),-6.4,-1.0,-3.4,0.8,-2.9,-1.0,9.2,-1.4,-2.6
COc1ccc(NC(=O)CNC(=O)Cn2ccc3ccccc3c2=O)c(OC)c1,3.3,3.3,-2.1,6.6,2.9,2.4,-4.8,1.2,1.1
S=C(c1ccc(-c2cccc(Cl)c2)o1)N1CCCCC1,-311.3,7.5,-2.6,0.7,28.3,28.6,25.8,7.4,7.3
COC(=O)c1c(NC(=O)c2ccccc2F)sc(C(=O)N2CCOCC2)c1C,25.8,-1.2,-2.7,-1.1,-0.8,-31.0,-9.8,6.1,-6.9
O=C(c1cccc(NS(=O)(=O)c2ccc(F)c(F)c2)c1)N1CCN(Cc2ccccc2)CC1,-4.6,0.5,0.8,-14.6,12.8,28.2,14.1,2.7,2.0
O=C(c1cc2ccccc2oc1=O)N1CCN(c2ccccn2)CC1,16.7,0.2,-6.8,-15.4,3.4,6.6,2.0,1.5,0.9
O=c1c(-c2ccccc2)nc(-c2ccccc2)cn1O,-25.8,4.3,-0.9,2.8,11.7,2.0,-6.5,2.2,5.5
O=[N+]([O-])c1nn(-c2ccc3c(c2)OCCO3)n(O)c1=NC1CCCCCC1,-18.7,0.0,4.7,-79.2,56.4*,55.3*,52.8*,-1.6,-2.2
CC/C(O)=C1\C(=O)CC(c2ccccc2)CC1=NCCC(=O)O (stereo not given),11.2,0.3,-2.9,-12.3,7.5,-4.0,8.0,-3.0,1.0
CCC(=O)Nc1ccc(NC(=O)CSc2nnnn2-c2ccc(OC)cc2)cc1,-4.6,-1.5,-0.1,-10.9,-12.1,-9.8,11.5,3.5,-4.5
Cc1cnc(=O)[nH]c1SCC(=O)Nc1nccs1,36.0,1.3,2.7,3.5,5.8,-2.9,7.8,2.4,-3.6
OCC(O)/C=N/Nc1nc(Nc2ccccc2)nc(Nc2ccccc2)n1 (stereo not given),-21.7,5.5,-3.1,20.1,53.9*,45.5*,49.8*,-4.0,8.5
Cc1cc(C)n(C2CCCCC2OC(=O)c2ccccc2F)n1 (stereo not given),1.9,-0.2,-5.2,-7.3,27.8,29.6,22.3,-0.6,-0.7
O=C(CSc1nc2c(oc3ccccc32)c(=O)n1CC1CCCO1)NCc1ccccc1 (stereo not given),65.9*,2.3,-1.6,4.8,15.8,15.1,6.7,4.6,2.1
Cc1c(N/C=C/C(=O)C(F)(F)F)c(=O)n(-c2ccccc2)n1C,-34.6,0.6,-1.5,5.3,1.0,6.4,10.0,-2.7,-0.5
COc1ccc2c(c1)OC[C@H]1[C@H]2N2C(=O)CN(CC3CCCO3)C(=O)[C@@]2(C)[C@H]1c1ccccc1 (stereo not given in full),19.1,-0.9,-2.3,-4.8,-5.8,9.0,9.7,-3.7,0.9
Cc1csc(NC(=O)c2ccc(=O)[nH]c2)n1,-19.2,-1.1,-1.5,19.9,12.4,16.0,2.2,-3.5,0.0
COCCN(CC(=O)NCc1ccc(F)cc1)C(=O)CCC(=O)Nc1nccs1,11.9,2.1,-2.9,11.8,3.0,-4.2,5.6,-7.3,-0.3
CCOc1ccc2oc(C(=O)OCC(=O)N3CC(C)OC(C)C3)c(C)c2c1 (stereo not given),-5.4,0.9,-2.8,-1.4,19.4,15.3,8.9,-3.6,0.4
Cc1cc(NS(=O)(=O)c2ccccc2)no1,-6.2,0.2,-1.0,-67.4,-1.8,11.8,-18.2,0.4,-1.8
CCOc1cc(C(=O)NCCc2ccc(S(N)(=O)=O)cc2)cc(OCC)c1OCC,2.8,-0.4,-0.9,-3.2,6.4,-6.9,3.7,-3.5,-2.4
CN(C)c1ccc(-n2cccc2/C=C/[N+](=O)[O-])cc1,65.2*,17.3,10.1,-18.9,89.5*,92.0*,86.5*,23.4,1.1
Cc1ccc(C)c(S(=O)(=O)N2CCN(C(=O)Cc3c(F)cccc3Cl)CC2)c1,9.3,-0.5,-6.3,5.0,14.8,3.8,14.3,3.6,2.6
COc1cccc(N2C(=O)C(O)=C(C(C)=O)C2c2ccc(OC)c(OC)c2)c1 (stereo not given),17.6,-1.6,-4.4,20.9,-11.0,9.5,6.5,0.8,1.1
CCOC(=O)c1ccc(NC(=S)NCCc2ccc(F)cc2)cc1,-4.4,-1.7,1.6,11.6,21.7,35.0,37.3,-15.3,-1.5
CCSC1=C(C#N)C(c2ccc(C)o2)CC(=O)N1 (stereo not given),10.8,-1.5,4.4,-25.8,40.8,5.5,4.4,-4.4,-0.8
CC(=O)c1ccccc1NC(=O)CN1C(=O)CS/C1=C\c1nc(-c2ccc(C)cc2)cs1,2.5,-0.9,-5.1,-15.4,24.8,-2.3,18.8,7.6,2.1
C=C1SC(=Nc2c(C)cccc2Cl)N(C(=O)c2sc3ccccc3c2Cl)C12CCCCC2,28.3,-0.5,-0.9,4.4,19.4,7.3,25.2,-13.3,-5.8
Cc1ccccc1OCC(=O)Nc1cnn(CCCC(=O)O)c1,18.5,0.0,-0.7,6.6,-0.1,-0.5,-2.8,-2.6,2.6
C/C(=N\NC(=O)c1ccccc1C)c1ccc(N2CCOCC2)cc1,-2.5,0.1,2.2,-8.7,12.2,6.8,2.8,-11.8,-1.4
O=C(O)/C=C\c1cc2c(cc1[N+](=O)[O-])OCO2,-5.7,8.4,3.1,-88.9,9.8,-0.3,17.7,-0.8,16.8

# 4 compounds already listed, sorted by count of non-hydrogen atoms, ascending:
molecule,Mdm2 MdmX PPI,CHOP UPR activ,APJ ag,APJ antag,tim23-1 inh,TIM10 inh,tim10-1 inh,CXCR6 inh,UPR XBP1 act
CCSC1=C(C#N)C(c2ccc(C)o2)CC(=O)N1 (stereo not given),10.8,-1.5,4.4,-25.8,40.8,5.5,4.4,-4.4,-0.8
CN(C)c1ccc(-n2cccc2/C=C/[N+](=O)[O-])cc1,65.2*,17.3,10.1,-18.9,89.5*,92.0*,86.5*,23.4,1.1
COc1cccc(N2C(=O)C(O)=C(C(C)=O)C2c2ccc(OC)c(OC)c2)c1 (stereo not given),17.6,-1.6,-4.4,20.9,-11.0,9.5,6.5,0.8,1.1
CC(=O)c1ccccc1NC(=O)CN1C(=O)CS/C1=C\c1nc(-c2ccc(C)cc2)cs1,2.5,-0.9,-5.1,-15.4,24.8,-2.3,18.8,7.6,2.1

# Next section
molecule,Mdm2 MdmX PPI,CHOP UPR activ,APJ ag,APJ antag,tim23-1 inh,TIM10 inh,tim10-1 inh,CXCR6 inh,UPR XBP1 act
Cc1ccccc1-c1nnc(Cc2ccccc2)o1,-105.2,2.6,0.2,6.8,20.1,-13.2,30.7,2.6,0.5
COc1ccc(C2CC(=O)C=C(O)C2)cc1 (stereo not given),-23.3,0.9,-1.6,-4.8,3.5,1.6,8.7,-0.6,1.2
Cc1cc(C)c(S(=O)(=O)N2CCOC2CNC(=O)C(=O)NCCc2c[nH]c3ccccc23)c(C)c1 (stereo not given),22.5,0.6,-3.8,-5.0,9.2,-3.7,14.7,-0.8,-0.7
COc1ccccc1NC(=O)NNC(=O)CCN1CCOCC1,-16.4,-0.1,5.0,4.8,5.3,-6.7,-5.2,-7.6,-5.4
NS(=O)(=O)c1ccc(CNC(=O)CCCSc2ccccc2)cc1,10.5,2.4,2.4,-4.4,6.0,-4.7,-1.9,-2.4,4.2

# Compound activity (PubChem)
